Screening data (PubChem)
eIF2B yeast act: GCN4-lacZ reporter reduction in eIF2B-epsilon mutant yeast, primary screen, S. cerevisiae, eIF2B-epsilon R284H, Beta-Glo luminescence; inhibition, % at 25 µM (by protocol); hit rate 0.91% among 27,000; AID 688, 2007;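 active = mutant luminescence inhibited past about 50% while wild type luminescence and mutant growth stay under set limits, limit read from the data; inconclusive = mutant versus wild type luminescence inhibition gap past a set limit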; also: some compounds called inactive have numbers as strong as hits
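System: Yeast eIF2B-epsilon R284H mutant carrying GCN4–beta-galactosidase fusion | Read-out basis: Percent inhibition, luminescence and growth | Compound: 25 µM single dose | Times: 16 h at 30 °C exposure | Measured by: Luminescence and A595 | Buffer or medium: YPD medium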
Yeast growth tox: yeast growth toxicity, wild-type and mutant, primary screen, cytotoxicity control for eIF2B function restoration project, wild-type and eIF2Bepsilon R284H mutant, A595. S. cerevisiae wild-type growth, A595 turbidity, 16 h. hit rate 0.3% among 30,000. growth inhibition, % at 25 µM (by protocol). AID 685, 2007;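 active = mutant and wild-type yeast strains alike exhibit over 30% growth inhibition; inconclusive = a strain exceeds 50% while the second remains under 30%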;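 also: 0% = untreated cell controls and 100% = YPD media blanks without cells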
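Schedule: 16 h growth with compound, 30 °C. System: yeast, wild-type or eIF2Bepsilon-R284H mutant. Doses: one dose, 25 µM compound[…]. Buffer or medium: YPD. Signal: turbidity measured as absorbance at 595 nm. Read-out basis: growth inhibition (%) versus cell controls and blanks.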
Yeast growth tox inhibition %: second read-out of Yeast growth tox, no call of its own (marks repeat the call); growth inhibition, %; S. cerevisiae eIF2Bepsilon-R284H mutant growth, A595 turbidity, 16 h;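 each compound tested once at 25 µM; 0% equals untreated cells and 100% equals cell-free medium blanks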
eIF2B yeast act mutant toxicity: also measured in eIF2B yeast act; calls as there; growth inhibition, %; measured here: mutant yeast growth, toxicity;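 each compound tested once at 25 µM; zero equals untreated control growth and 100 equals blank medium absorbance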
Starred values were filed as active, the others as inactive; u = inconclusive; x = not tested or not shown. An excerpt, so the mix of outcomes need not match the whole.

The opening 3 compounds as a preview:
item	molecule	eIF2B yeast act	eIF2B yeast act mutant toxicity
1	Clc1cccc(Nc2c3c(nc4ncnn24)CCC3)c1	24	15
2	COCCn1nnnc1C(c1cccs1)N1CCN(c2nc3ccccc3s2)CC1 (stereo unspecified)	22	-23
3	O=C(c1ccccc1)N(c1ccccc1)C1C=CS(=O)(=O)C1 (stereo unspecified)	-2	12

item	Yeast growth tox	Yeast growth tox inhibition %
1	18	15
2	12	-23
3	4	12

Results (from the top)
item	molecule	eIF2B yeast act	eIF2B yeast act mutant toxicity
1	Clc1cccc(Nc2c3c(nc4ncnn24)CCC3)c1	24	15
2	COCCn1nnnc1C(c1cccs1)N1CCN(c2nc3ccccc3s2)CC1 (stereo unspecified)	22	-23
3	O=C(c1ccccc1)N(c1ccccc1)C1C=CS(=O)(=O)C1 (stereo unspecified)	-2	12
4	CCN(CCCNC(=O)CCn1c(=O)[nH]c2ccccc2c1=O)c1ccccc1	20	19
5	COc1ccc(N2CCN(Cc3nc(-c4ccc(Cl)cc4Cl)no3)CC2)cc1	-20	x
6	O=C(NC1CCCCC1)C1CCN(c2nnnn2-c2ccccc2)CC1	30	-9
7	COC(=O)c1cn(NC(=O)c2ccncc2)c(=O)c2ccccc12	8	7
8	CC(C(=O)N1CCN(C=O)CC1)N1C(=O)c2ccccc2C1=O (stereo unspecified)	19	-7
9	CCSc1cc(C2C(C#N)=C(N)OC(C)=C2C(=O)OC)c(C)o1 (stereo unspecified)	17	5
10	Cc1ccc(-c2noc(CCCN3C(=O)c4ccccc4C3=O)n2)cc1	-5	-10
11	O=c1c(Cc2ccccc2)c(O)nc2n1CCCS2	7	11
12	O=C(c1ccc(Cl)cc1)c1cn[nH]c1-c1ccccc1O	25	24

item	Yeast growth tox	Yeast growth tox inhibition %
1	18	15
2	12	-23
3	4	12
4	17	19
5	x	x
6	2	-9
7	26	7
8	14	-7
9	-7	5
10	-2	-10
11	-6	11
12	8	24

Later entries
item	molecule	eIF2B yeast act	eIF2B yeast act mutant toxicity
13	COc1ccc(NC(C)=O)cc1NC(=O)CN1CCN(S(=O)(=O)c2ccc(C(C)C)cc2)CC1	4	x
14	CCCCCCCCC/C(=N\O)c1ccccn1	28	57
15	CC(Sc1ccc2ccccc2n1)C(=O)O (stereo unspecified)	x	x
16	COc1ccc(S(=O)(=O)N2CCC(N3CCN(c4ccccc4)CC3)CC2)cc1	29	5
17	Clc1ccccc1-c1nn2c(Cn3cnc4ccccc43)nnc2s1	31	17
18	COC(=O)c1ccccc1S(=O)(=O)N(CCCO)Cc1cc2c(C)ccc(C)c2[nH]c1=O	-16	x
19	CCSc1ccccc1C(=O)Nc1cc(C)on1	-1	x
20	O=C(c1ncn[nH]1)N1CCN(c2nc(-c3ccccc3)cs2)CC1	21	11
21	C=CCNC(=O)NC(=O)COC(=O)c1cccnc1SC	x	x
22	Cn1nnnc1SCC(=O)Nc1cc(C(C)(C)C)nn1-c1ccccc1	20	4
23	Cc1cc(OC(=O)c2ccc(S(=O)(=O)N(C)C)cc2)cc(=O)o1	-8	18
24	O=C1c2ccccc2C(=O)N1CC1c2ccccc2CCN1C(=O)C1CCCCC1 (stereo unspecified)	40	15

item	Yeast growth tox	Yeast growth tox inhibition %
13	-9	0
14	u	x
15	9	24
16	20	5
17	0	17
18	x	x
19	x	x
20	12	11
21	18	9
22	9	4
23	3	18
24	-13	15

Going on with the list.
item	molecule	eIF2B yeast act	eIF2B yeast act mutant toxicity
25	c1ccc(-c2nn3c(Cn4nnc5ccccc54)nnc3s2)cc1	13	-16
26	COc1ccc(-c2nnc(SCC(=O)c3ccc4c(c3)OCCO4)o2)cc1	10	-27
27	CCOc1ccccc1NC(=O)C(=O)/C=C(\O)c1cc(OC)ccc1OC	x	x
28	C=CCN1C(=O)/C(=C\c2cccs2)C(C(=O)OC)=C1C	8	16
29	Cc1nc(C)c(-c2csc(NCCc3ccccc3)n2)s1	7	x
30	CCOC(=O)C1C(=O)NC(N2CCOCC2)=NC1c1ccco1 (stereo unspecified)	-6	32
31	COCCNC(=O)C(OC(=O)c1cc2oc(C)cc2n1C)C(C)C (stereo unspecified)	17	-5
32	Cc1nc2sc(C(c3ccccc3)N3CC(C)OC(C)C3)c(O)n2n1 (stereo unspecified)	6	23
33	COc1ccc(C(CC(=O)O)NC(=O)COc2ccc(C)cc2)cc1OC (stereo unspecified)	20	6
34	Cc1cccc(CSc2nc3sc(C)c(C)c3c(=O)n2Cc2ccco2)c1	12	-14
35	CCOC(=O)CSc1nnc(CNC(=O)c2cccc(C)c2)n1-c1ccccc1OC	x	x
36	COC(=O)CCc1c(C)nc(N)[nH]c1=O	x	x

item	Yeast growth tox	Yeast growth tox inhibition %
25	-12	-16
26	-49	-27
27	6	2
28	3	16
29	-5	0
30	11	32
31	11	-5
32	11	23
33	7	6
34	-1	-14
35	19	13
36	5	3

Record cards, from the list above. Values in the order: eIF2B yeast act | eIF2B yeast act mutant toxicity | Yeast growth tox | Yeast growth tox inhibition %
`CCOC(=O)C1C(=O)NC(N2CCOCC2)=NC1c1ccco1` (stereo unspecified) as listed: -6 | 32 | 11 | 32
`Cc1nc(C)c(-c2csc(NCCc3ccccc3)n2)s1` as listed: 7 | x | -5 | 0
`Cc1cccc(CSc2nc3sc(C)c(C)c3c(=O)n2Cc2ccco2)c1` as listed: 12 | -14 | -1 | -14
`CCN(CCCNC(=O)CCn1c(=O)[nH]c2ccccc2c1=O)c1ccccc1` as listed: 20 | 19 | 17 | 19
`Clc1ccccc1-c1nn2c(Cn3cnc4ccccc43)nnc2s1` as listed: 31 | 17 | 0 | 17

(listing goes on)
item	molecule	eIF2B yeast act	eIF2B yeast act mutant toxicity
37	COc1cccc(NC(=O)Cn2c(=O)n(CC3CCCO3)c(=O)c3ccccc32)c1 (stereo unspecified)	x	x
38	CCN(CC)S(=O)(=O)c1cc(NC(=O)C(=O)c2c(-c3ccccc3)cc3ccccn23)ccc1C	13	-5
39	CCc1nnc(NC(=O)CSc2nnc(CNc3cccc(Cl)c3)n2CC)s1	23	14
40	O=S(=O)(Nc1ccc(S(=O)(=O)N2CCCCC2)cc1)c1cccs1	-13	-15
41	COc1ccc(OCCOC(=O)c2ccc(-n3cnnn3)cc2)cc1	10	x
42	O=C(O)c1ccc(CSc2nc3ccccc3o2)cc1	24	4
43	COc1ccc(OC)c(C(=O)c2ccccc2)c1	-31	x
44	CCN(C(C)=O)c1nc(CSc2nnc(NC(C)C)s2)cs1	44	-14
45	O=C(CSc1ncn[nH]1)Nc1nc(-c2ccccc2)cs1	12	22
46	Cc1ccc(Cn2cccc(NC(=O)c3ccco3)c2=O)cc1	30	x
47	CCN(CC)CCNC(=O)c1c(O)c2cccc3c2n(c1=O)CCC3	35	-13
48	COc1ccc(C2N(S(=O)(=O)c3ccccc3)CCN2S(=O)(=O)c2ccc(C)cc2)cc1 (stereo unspecified)	x	x

item	Yeast growth tox	Yeast growth tox inhibition %
37	8	0
38	2	-5
39	21	14
40	-6	-15
41	8	0
42	16	4
43	x	x
44	-1	-14
45	8	22
46	-3	0
47	4	-13
48	23	5

(list continues)
item	molecule	eIF2B yeast act	eIF2B yeast act mutant toxicity
49	CC(=C/c1ccccc1)/C=N/NC(=O)c1cnccn1	x	x
50	CCOC(=O)c1c(C)c(C(=O)NCc2cccs2)c(C)n1C	22	x
51	COC(=O)c1ccc(NC(=O)c2ccccc2N(C)S(C)(=O)=O)cc1	-11	5
52	CCOc1ccc(CCNC(=O)C2CCN(S(=O)(=O)CC)CC2)cc1OCC	-12	23
53	O=C(c1ccco1)N1C(=O)c2cccc3cccc1c23	24	-19
54	N#Cc1cc2c(nc1SCc1ccccc1)CCCC2=O	4	-2
55	COCCn1c(=O)c2c3c(sc2n(CC(N)=O)c1=O)CCCC3	-3	-9
56	CSc1ccc(S(=O)(=O)NC2CCCCC2)cc1	17	19
57	O=C(O)CC(=O)Nc1ccccc1C(=O)O	19	31
58	Cc1cc(C(F)F)n2ncc(C(=O)NCCc3ccc(Cl)cc3)c2n1	18	10
59	CCOc1ccccc1NC(=O)C1CCCN(C(=O)Nc2ccccc2)C1 (stereo unspecified)	25	-12
60	Cc1cc(-c2nnc3sc(C4CCCCC4)nn23)n[nH]1	12	10

item	Yeast growth tox	Yeast growth tox inhibition %
49	10	8
50	6	0
51	-4	5
52	6	23
53	2	-19
54	4	-2
55	-9	-9
56	17	19
57	17	31
58	12	10
59	-18	-12
60	7	10

Next section
item	molecule	eIF2B yeast act	eIF2B yeast act mutant toxicity
61	O=C(CSc1nnc(CN2CCCCCC2=O)n1-c1ccccn1)NCC(F)(F)F	2	x
62	CC1(C)CC(=O)C=C(NCCO)C1	19	x
63	c1ccc2c(CNCCN3CCOCC3)cccc2c1	16	4
64	COc1ccc(C(=O)Nc2nc3ccccc3c(=O)[nH]2)cc1	x	x
65	CC(C)On1c(SC(C)C)nc2ccccc2c1=O	-5	-15
66	COc1ccc(-c2nnc(SCc3nnc(-c4ccccc4)o3)n2-c2ccccc2)cc1	9	-30
67	N[C@@]12CCc3nonc3[C@]1(O)CC(c1ccccc1)=[N+]2[O-]	21	x
68	O/N=C(\c1ccc(Cl)cc1Cl)c1ncc(C(F)(F)F)cc1Cl	17	15
69	CC1(C)C(=O)N(OCc2ccccc2)C(C)(C)C(=O)N1OCc1ccccc1	x	x
70	c1ccc(-c2csc(N3CCN(c4ccccn4)CC3)n2)cc1	-7	26
71	Cc1cc(C)n(-c2ccc(C(=O)NC3=NCCS3)cc2)n1	23	-5
72	CN(C)Cc1cc(CN(C)C)c(O)c(CCc2ccccc2)n1	22	17

item	Yeast growth tox	Yeast growth tox inhibition %
61	4	0
62	17	0
63	-2	4
64	16	18
65	-21	-15
66	-17	-30
67	x	x
68	27	15
69	30	6
70	19	26
71	12	-5
72	16	17

Continuation.
item	molecule	eIF2B yeast act	eIF2B yeast act mutant toxicity
73	C=CCNC(=O)CN1CCC(O)(c2ccc(F)cc2)CC1	-7	-7
74	COc1ccc(C(=O)Nc2ccc(S(=O)(=O)N3CCCCC3)cc2)cc1OC	11	-14
75	COc1ccccc1NC(=O)c1cc(S(=O)(=O)N2CCC3(CC2)OCCO3)ccc1F	25	-4
76	COC(=O)c1ccc(S(=O)(=O)N2CCC(c3nc4ccccc4o3)CC2)cc1	6	3
77	O=C(Nc1ccn(Cc2ccc(Cl)cc2)n1)c1ccc2c(c1)OCO2	14	17
78	COC(=O)CS(=O)(=O)c1ccc2c(c1)CC(=O)N2	14	10
79	Cc1cc(Oc2ccccc2)nc(NCc2ccccc2)n1	1	-22
80	Cc1ccc(Cl)cc1N1CCN(C(=O)CN(C2CCCCC2)S(C)(=O)=O)CC1	38	-17
81	Cc1ccc(Cc2cnc(NC(=O)c3cccs3)s2)cc1	2	18
82	COC(=O)c1cc(CSc2nc3ccc(C)cc3[nH]2)oc1C	35	26
83	O=C(Nc1ccccc1)N1CC=C(c2ccccc2)CC1	x	x
84	COc1ccc(OC(C)C(=O)N2CCN(c3ccccn3)CC2)cc1 (stereo unspecified)	14	-18

item	Yeast growth tox	Yeast growth tox inhibition %
73	45	-7
74	-3	-14
75	0	-4
76	-2	3
77	-11	17
78	9	10
79	-9	-22
80	-4	-17
81	-3	18
82	28	26
83	38	22
84	2	-18

(cont.)
item	molecule	eIF2B yeast act	eIF2B yeast act mutant toxicity
85	COc1cc(/C=N/N(C)c2ccccc2)cc(Cl)c1O	x	x
86	COc1ccc2c(c1)-c1c(ssc1=S)C(C)(C)N2	13	3
87	COc1cc(-c2nc3n(n2)C(c2ccncc2)C(C(N)=O)=C(C)N3)cc(OC)c1OC (stereo unspecified)	4	4
88	CCOC(=O)c1c(C)c(C(=O)NCCN2CCOCC2)c(C)n1C	1	-5

item	Yeast growth tox	Yeast growth tox inhibition %
85	27	31
86	3	3
87	26	4
88	10	-5

Single entries from above:
COc1cc(-c2nc3n(n2)C(c2ccncc2)C(C(N)=O)=C(C)N3)cc(OC)c1OC (stereo unspecified) in eIF2B yeast act is entered as 4
CCOC(=O)c1c(C)c(C(=O)NCCN2CCOCC2)c(C)n1C in Yeast growth tox inhibition % is entered as -5
